High-throughput results (PubChem)
DAX1 inh-1: blocks DAX1 repression of SF-1 activated StAR promoter | HEK293T StAR-luciferase reporter, SF-1/DAX-1 repression relief | inhibition, % at 6.8 µM | 370,000 tested, 1.1% active | AID 652010;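 active = inhibition above the mean over all tested compounds plus 3 SD, cut at about 3.6% in these data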;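 also: 0% = DAX-1 cells with DMSO and 100% = cells lacking DAX-1 with DMSO; higher inhibition means more luminescence from relief of DAX-1 repression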
NPR2 activator: GC-B (human) receptor activation | P20594 | HEK293-GC-B cells, CNP EC30, cGMP TR-FRET; 0% at EC30 CNP, 100% saturating CNP | activation, % at 10 µM | 370,000 tested, 0.11% active | AID 1920062;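 active = activation at 10 µM reaching about 35% in either raw or pattern-adjusted values, limit read from the data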
hgDAF-12 ag: hgDAF-12 agonism, primary luciferase screen; HEK293 GAL4-hgDAF12 UAS-luciferase reporter, agonist luminescence; normalized to butyrate control; activation, % at 6.8 µM; 370,000 tested, 1.8% active; AID 687014;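 active = activation above a cutoff set at the mean of all screened compounds plus 3 SD, cut at about 10% in these data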;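 also: 0% = DMSO wells and 100% = sodium butyrate wells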
DAX1 inh-2: inhibits human nuclear receptor DAX1. P51843. HEK293 Gal4-DAX1 luciferase reporter, luminescence. inhibition, % at 6.75 µM. 340,000 tested, 0.99% active. AID 504766;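 active = inhibition above the mean over all tested compounds plus 3 SD, cut at about 4.2% in these data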;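 also: 0% = DAX1-transfected cells with DMSO and 100% = empty-vector control cells with DMSO; inhibition shows as a rise in luminescence from relieved DAX1 repression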
Target sequence (P51843 207-470 limits assumed): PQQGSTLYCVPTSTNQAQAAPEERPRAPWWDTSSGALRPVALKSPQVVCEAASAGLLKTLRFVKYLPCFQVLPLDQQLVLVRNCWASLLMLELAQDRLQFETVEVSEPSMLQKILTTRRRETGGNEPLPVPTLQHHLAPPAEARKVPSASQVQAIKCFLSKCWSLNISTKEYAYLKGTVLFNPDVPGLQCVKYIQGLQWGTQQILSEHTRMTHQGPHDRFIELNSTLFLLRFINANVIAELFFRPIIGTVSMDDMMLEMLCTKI
NPR1 activator: GC-A (human) enzyme activation. activation, % at 10 µM. AID 1671463. 370,000 tested, 0.14% active. P16066. HEK293 GC-A cells, cGMP TR-FRET, EC30 ANP; 0% at EC30 ANP, 100% saturating ANP; in the data active = activation above about 40%
proKLK7 act: proKLK7 (human) activation, primary screen. purified proKLK7, EDANS-DABCYL substrate fluorescence; 100% is mature enzyme control, 0% vehicle. activation, % at 7 µM. 370,000 tested, 0.9% active. AID 652039;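 active = activation above the mean of all tested compounds plus 3 SD, computed per campaign excluding outliers beyond control limits, cut at about 13% in these data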
Target sequence (P49862 whole entry, looked up): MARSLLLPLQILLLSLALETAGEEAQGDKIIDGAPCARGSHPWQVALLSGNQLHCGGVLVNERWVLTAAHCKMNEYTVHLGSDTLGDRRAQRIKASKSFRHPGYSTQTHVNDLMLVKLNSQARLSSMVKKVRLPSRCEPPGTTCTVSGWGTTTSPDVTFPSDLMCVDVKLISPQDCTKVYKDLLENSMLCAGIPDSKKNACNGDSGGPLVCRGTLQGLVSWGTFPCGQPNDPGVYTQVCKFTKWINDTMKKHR
sPLA2-III inh: Inhibits HGIII-sPLA2 liposome hydrolysis, primary screen. QFRET BODIPY PC-A2 liposome hydrolysis, fluorescence. inhibition, % at 12.2 µM. 370,000 tested, 0.56% active. AID 743126;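 active = inhibition above mean plus 3 SD of compounds lying within the high and low control bounds, cut at about 19% in these data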;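 also: 0% = median of test compound wells and 100% = no enzyme DMSO wells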
Target sequence (Q9NZ20 whole entry, looked up): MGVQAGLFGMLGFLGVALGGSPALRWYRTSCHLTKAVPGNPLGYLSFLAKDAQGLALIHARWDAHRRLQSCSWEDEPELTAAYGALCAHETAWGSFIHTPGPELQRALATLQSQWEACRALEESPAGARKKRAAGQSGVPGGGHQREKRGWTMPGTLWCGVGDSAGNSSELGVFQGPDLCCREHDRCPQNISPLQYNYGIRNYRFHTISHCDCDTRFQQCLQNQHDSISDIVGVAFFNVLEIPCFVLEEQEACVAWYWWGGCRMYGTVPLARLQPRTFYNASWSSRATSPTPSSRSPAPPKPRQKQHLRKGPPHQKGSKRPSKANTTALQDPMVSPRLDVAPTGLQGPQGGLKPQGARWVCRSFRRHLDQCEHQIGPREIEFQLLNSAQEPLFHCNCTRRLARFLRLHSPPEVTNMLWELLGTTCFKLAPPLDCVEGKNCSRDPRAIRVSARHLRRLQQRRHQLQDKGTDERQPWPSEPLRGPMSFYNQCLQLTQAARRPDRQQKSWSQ
hcDAF12 agonist: activates DAF-12 receptor from parasite H. contortus; AID 652067; 370,000 tested, 1.4% active; HEK293 hcDAF-12 lit1-tk-luc reporter, luminescence; 0% DMSO, 100% Δ7-dafachronic acid; activation, % at 6.8 µM;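 active = activation above the mean of all tested compounds plus 3 SD, cut at about 5.5% in these data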;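 also: 100% = response to 3 µM Δ7-dafachronic acid high control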
GAA850 FXN act: frataxin GAA850 promoter activation; HEK293 lucGAA850 FXN promoter luciferase reporter, 24 h; percent of 10 µM SAHA response; activation, % at 6 µM; 360,000 tested, 0.56% active;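 active = activation above the average of all compounds screened plus 3 SD, cutoff fixed separately per campaign, cut at about 7.5% in these data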;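 also: 0% = DMSO wells and 100% = 10 µM SAHA wells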
ssDAF12 agonist: activators of S. stercoralis DAF-12 nuclear receptor | HEK293 ssDAF-12/GRIP1 lit1-tk-luc reporter, luminescence; % of 3 µM dafachronic acid response | activation, % at 6.8 µM | 370,000 tested, 1% active;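 active = activation above the mean over all tested compounds plus 3 SD, cut at about 0.9% in these data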;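 also: 0% = DMSO-only wells and 100% = 3 µM delta7-dafachronic acid wells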
SMARCA2 activ: SMARCA2 function activation, primary screen. MG213 cells, MMTV-luciferase reporter, dexamethasone, overnight. activation, % at 9.1 µM. 370,000 tested, 1% active; in the data active = activation above about 7.8%;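 also: 0% = vehicle wells and 100% = reference activator wells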
* = called active by the depositor; / = not tested or not shown.

mol,hgDAF-12 ag,hcDAF12 agonist,NPR2 activator,GAA850 FXN act,SMARCA2 activ,ssDAF12 agonist,DAX1 inh-1,sPLA2-III inh,NPR1 activator,proKLK7 act,DAX1 inh-2
CN(C)c1ccc(C2OC(=O)C3(CCCC3)C(=O)C2(C)C)cc1 (stereo unspecified),0.3,-0.2,2,2.0,2,-1.1,0.1,3,-2,0.3,0.5
Cc1ccc(C(=O)Nc2ccc3nccnc3c2)cc1,13*,9.0*,-4,2.2,0,0.6,5.3*,-4,4,13*,-2.1
CCOC(=O)C1(Cc2cccc(OC)c2)CCN(Cc2ccc(OC)c(OC)c2)CC1,2.5,-2.2,-6,-0.8,-1,-1.3,-0.9,-10,-7,-0.2,-0.1
O=C(Cc1ccc(F)cc1)Nc1nnc(SCC(=O)N2CCCCC2)s1,-1.8,0.8,7,0.9,2,-1.3,-2.0,-2,5,-0.1,2.1
COc1cc(Cl)c(C)cc1NC(=O)CN1CCN(C(=O)c2cccs2)CC1,1.3,-1.5,-5,-0.9,1,-1.0,0.1,-8,-1,0.8,-1.0
CC(=O)NC(Cc1ccccc1)C(=O)NC(Cc1ccccc1)C(=O)O (stereo unspecified),3.5,-0.2,9,1.1,0,-1.4,0.0,-1,4,0.6,-0.3
O=C(O)c1cccc(NS(=O)(=O)c2ccc3c(c2)C(=O)c2ccccc2C3=O)c1,-2.7,-1.0,-3,0.8,1,-1.4,-0.1,-12,1,-0.4,0.0
CCCCNc1nccnc1-c1cccc(C=O)c1,1.9,0.3,-5,0.4,-2,-1.4,-0.7,3,-1,212*,/
COc1ccccc1CN(C)C(=O)c1cnc(C)cn1,0.4,-1.3,4,-0.3,-4,-0.6,-0.4,9,-4,0.1,0.0
CCOc1ccc2ccccc2c1/C=N/NC(=O)c1ccc(C)nc1,-1.9,-1.5,-4,2.5,-2,-0.8,-0.3,-6,-8,0.1,-0.8
COc1ccc(S(=O)(=O)NN(C)C)cc1N(C)S(=O)(=O)c1ccc(Cl)cc1,2.0,-1.3,1,0.5,-1,-1.7,-0.5,4,1,0.0,-1.8
Cc1ccc(N2C(=O)[C@@H]3[C@H](C2=O)[C@H]2C=CC=NN2[C@@H]3C(=O)Nc2ccccc2)cc1,1.6,2.9,3,2.1,-1,1.2*,0.4,-3,3,0.2,-2.4
O=C(NCc1cccnc1)C1CCN(S(=O)(=O)c2cccnc2)CC1,2.9,-0.7,4,1.7,2,-0.3,0.5,0,0,-0.1,-1.4
Cc1nn(CC(=O)Nc2ccccc2C(F)(F)F)c(=O)c2cccn12,1.8,-1.3,0,0.1,-2,-1.1,-0.4,10,2,-0.1,-0.3
O=C(NCC1CCCO1)c1cccc(S(=O)(=O)Nc2cccc(C(F)(F)F)c2)c1 (stereo unspecified),-1.4,-1.5,-3,-1.5,-3,-1.0,-1.3,-16,-4,0.5,-1.6
Cc1ccc(-c2nnn(CC(=O)N(c3ccccc3)C(C(=O)NC3CCCC3)c3ccncc3)n2)o1 (stereo unspecified),0.7,0.1,-7,1.2,-3,-1.2,-0.2,6,-5,-0.5,-1.1
Cc1ccc(C2c3c(oc4cc(C)c(C)cc4c3=O)C(=O)N2CCCN2CCOCC2)cc1 (stereo unspecified),1.4,-1.9,2,-0.3,4,-1.9,-0.2,-6,5,0.5,0.0
NC(=O)c1sc2nc3c(c(-c4cccs4)c2c1N)CCCCC3,6.4,-1.7,-11,-8.0,-5,-1.3,-0.5,1,-32,0.1,-0.8
CSc1ccccc1NC(=O)CSc1nnc(COc2ccccc2)o1,0.9,-1.9,12,-0.9,-3,-1.3,0.3,10,-3,-0.1,-0.6
COc1ccc(CCNC(=O)C2CCN(S(=O)(=O)c3ccc4c(c3)oc(=O)n4C)CC2)cc1OC,-0.1,-1.8,3,0.6,2,-1.2,-0.5,-2,3,0.7,1.9
O=C(CSc1nnc(Cc2ccccc2)o1)N1CCCc2ccccc21,0.8,-1.1,-2,2.3,-5,-1.9,0.9,-3,-4,0.0,0.5
Cc1ccc(-n2c3c(cc(C(=O)NC4CCSC4=O)c2=O)C(=O)CC(C)(C)C3)cc1 (stereo unspecified),-0.4,6.9*,2,1.1,2,-1.4,0.1,-12,-4,-0.2,0.0
O=C(Nc1ccc(C(=O)N2CCOCC2)cc1)Nc1cccc(C(F)(F)F)c1,4.5,-2.4,-4,-6.7,0,-1.4,-2.8,-17,-1,-0.6,-0.3
Cc1ccccc1C(=O)N1CCC(C(=O)OCC(=O)Nc2cccc([N+](=O)[O-])c2C)CC1,0.2,-0.6,1,-1.8,0,-1.0,0.5,-9,2,0.1,0.1
CCN1CCCC1CNS(=O)(=O)c1c(C)cc(C)cc1C (stereo unspecified),0.4,-2.3,0,1.9,-2,-0.5,1.0,-3,-2,-0.2,-0.9

Reprinted from the part before: 2 entries, then new ones.
mol,hgDAF-12 ag,hcDAF12 agonist,NPR2 activator,GAA850 FXN act,SMARCA2 activ,ssDAF12 agonist,DAX1 inh-1,sPLA2-III inh,NPR1 activator,proKLK7 act,DAX1 inh-2
Cc1ccccc1C(=O)N1CCC(C(=O)OCC(=O)Nc2cccc([N+](=O)[O-])c2C)CC1,0.2,-0.6,1,-1.8,0,-1.0,0.5,-9,2,0.1,0.1
CCN1CCCC1CNS(=O)(=O)c1c(C)cc(C)cc1C (stereo unspecified),0.4,-2.3,0,1.9,-2,-0.5,1.0,-3,-2,-0.2,-0.9
CCOC(=O)c1sc(NS(=O)(=O)c2ccc(C)cc2)nc1C,-1.9,-0.6,6,-0.7,0,-1.2,-0.2,-36,0,0.1,-0.7
CCOc1ccc(OCC)c(NC(=O)CN2CCC(NC(=O)c3cccc(F)c3)CC2)c1,-3.2,-2.0,-3,-3.5,-1,-1.5,-2.1,-8,-2,0.1,-4.3
Cc1ccc(N(Cc2ccccc2O)C(=O)c2ccccc2F)cc1,0.5,-1.3,-3,0.4,-1,-1.5,-0.1,-17,-14,-0.2,-0.2
CC(=O)OCC1=C(C(=O)O)N2C(=O)C(NC(=O)c3ccc(COc4ccc(Cl)cc4)o3)C2SC1 (stereo unspecified),2.8,-0.4,0,1.6,-2,-1.1,0.3,-7,28,-0.1,1.5
CCOC(=O)N1CCN(C(=O)CSc2nc3c([nH]c4ccccc43)c(=O)n2CC)CC1,0.9,8.3*,1,-0.6,1,-0.4,-5.4,7,1,0.6,0.0
O=C(CNC(=O)c1ccc(Cl)cc1Cl)OCC(=O)N1CCCC1=O,3.3,-1.1,-1,1.2,-1,-1.3,-0.5,0,3,-0.2,-1.2
O=C(Cc1ccc(Cl)cc1)NCCS(=O)c1ccc(Cl)cc1 (stereo unspecified),-0.7,-1.3,-3,-0.5,1,-0.2,0.3,0,-3,0.1,-1.1
CCOc1cccc(N(C(=O)Cc2cccs2)C(C(=O)NC2CCCCC2)c2cccn2C)c1 (stereo unspecified),-2.0,-1.4,-4,0.2,-3,-1.8,-0.5,4,-20,0.8,-0.3
CCOC(=O)c1cc(/C(C)=N/OC(=O)c2ccc(Cl)cc2)on1,0.7,-1.0,-1,0.5,-1,-0.6,-0.3,-1,-2,0.8,/
CCOc1ccccc1N(C(=O)CNC(=O)c1ccco1)C(C(=O)NC1CCCC1)c1cccnc1 (stereo unspecified),0.8,-1.1,0,3.2,-2,-0.9,0.6,1,-4,-1.4,1.0
CC(=O)Nc1ccc(NC(=O)COC(=O)c2ccco2)cc1,-2.4,-0.2,6,2.5,-1,-1.7,-0.2,1,-2,0.5,1.9
CC(C)CC(=O)NC(NC(=S)Nc1cccc2cccnc12)C(Cl)(Cl)Cl (stereo unspecified),-1.3,-1.0,-6,-5.6,1,-0.8,-1.3,-16,1,0.1,-1.9
C=CCNc1nc2cc(-c3ccccc3OC)sc2c(=O)n1C,11*,1.9,-3,4.4,4,-0.4,-0.3,-8,1,0.3,/
C=CCNC(=O)c1onc(CSc2cc(C)ccc2C)c1C(=O)O,-1.3,0.1,3,-1.2,0,-1.1,-0.3,-5,-2,-0.2,1.6
COc1ccccc1CN1CC(C(=O)NC2(c3ccccc3)CC2)CCC1=O (stereo unspecified),0.8,-1.1,3,0.8,0,-0.8,-0.9,7,5,-0.7,-0.4
N=c1sccn1CC(=O)NC(c1ccccc1)c1ccccc1,-2.4,-1.6,-8,-0.4,-1,-1.8,-0.8,-3,-6,0.3,-1.2
CC(=O)Oc1cc(O)c2c(c1)OC(c1ccc(OC(C)=O)c(OC(C)=O)c1)C(OC(C)=O)C2=O (stereo unspecified),-0.7,-2.1,2,-0.4,0,-0.7,-0.7,-12,6,-5.1,-0.1
CCc1ccc(CCC(=O)Nc2ccc(C(C)=O)cc2)o1,2.6,-1.0,3,2.7,7,-1.1,0.4,-19,0,-0.9,0.2
O=C(COc1ccccc1)N(Cc1cccc(F)c1)C1CCS(=O)(=O)C1 (stereo unspecified),-0.2,-1.6,4,-0.2,-1,-0.9,0.7,1,1,-0.3,1.0
CN(C)c1ccc(C(=O)NNC(=O)Nc2ccccc2)cc1,1.6,1.1,-2,0.3,0,-0.2,0.8,12,-1,-0.1,0.3
COc1ccc(CNC(=O)CCn2nc(C)c3c(C)n(-c4ccccc4)nc3c2=O)c(OC)c1,2.1,0.5,-8,1.3,0,-1.0,0.1,5,-5,0.5,0.1
O=[N+]([O-])c1ccc(OC/C=C2\Oc3ccc([N+](=O)[O-])cc3C2N2CCOCC2)cc1 (stereo unspecified),0.8,-1.3,3,3.3,0,-1.4,-0.3,-9,-3,0.3,0.0
Cc1c(NCc2cc(Cl)cc(Cl)c2O)c(=O)n(-c2ccccc2)n1C,-0.9,-0.7,-9,-2.0,-3,-1.3,0.0,-4,5,-0.2,0.6
CCCCNS(=O)(=O)c1ccc2nc(SCC(N)=O)[nH]c2c1,-1.3,0.0,4,-1.7,-4,-1.2,0.3,-1,-3,-0.2,1.8
CCOCCCNC(=O)C1(O)c2cc(Br)ccc2NC(=O)N1c1cccc(OC)c1 (stereo unspecified),2.4,-0.5,-1,-0.2,-1,-1.4,0.2,-2,0,0.3,-0.2

Profiles from above. Order of screens: hgDAF-12 ag	hcDAF12 agonist	NPR2 activator	GAA850 FXN act	SMARCA2 activ	ssDAF12 agonist	DAX1 inh-1	sPLA2-III inh	NPR1 activator	proKLK7 act	DAX1 inh-2
`CCOc1cccc(N(C(=O)Cc2cccs2)C(C(=O)NC2CCCCC2)c2cccn2C)c1` (stereo unspecified) is entered as -2.0	-1.4	-4	0.2	-3	-1.8	-0.5	4	-20	0.8	-0.3
`CC(=O)NC(Cc1ccccc1)C(=O)NC(Cc1ccccc1)C(=O)O` (stereo unspecified) is entered as 3.5	-0.2	9	1.1	0	-1.4	0.0	-1	4	0.6	-0.3
`COc1ccccc1CN1CC(C(=O)NC2(c3ccccc3)CC2)CCC1=O` (stereo unspecified) is entered as 0.8	-1.1	3	0.8	0	-0.8	-0.9	7	5	-0.7	-0.4
`COc1cc(Cl)c(C)cc1NC(=O)CN1CCN(C(=O)c2cccs2)CC1` is entered as 1.3	-1.5	-5	-0.9	1	-1.0	0.1	-8	-1	0.8	-1.0
